CHO-K1 Ca antag: M1 antagonist counterscreen hit in parental CHO-K1 cells; inhibition, % at 3 µM; AID 602250; ATP-induced calcium, Fluo-8 fluorescence; 0.6% of 360,000 active;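 active = inhibition above a per-plate cutoff, the plate's mean sample inhibition plus 3 SD, cut at about 24% in these data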;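 note: 0% = DMSO plus EC80 ATP and 100% = DMSO alone without ATP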
OXTR agonist: activates the human oxytocin receptor; activation, % at 3 µM; CHO-OTR cells, Fluo-8 calcium fluorescence; normalized: DMSO 0%, oxytocin 100%; P30559; AID 2435; 0.32% of 320,000 active;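 active = activation above the mean of all tested compounds plus 3 SD, cutoff set per screening run, cut at about 20% in these data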;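 note: peak over basal fluorescence ratio from a 100 s FLIPR kinetic read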
CHO parental Ca: signal in parental CHO cells, OX1R antagonist counter-screen | parental CHO-K1, ATP-induced calcium, Fluo-8 fluorescence | inhibition, % at 5.6 µM | 0.63% of 330,000 active | AID 463079;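 active = inhibition above that plate's mean sample inhibition plus 3 SD, cut at about 26% in these data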;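 note: 0% = ATP-challenged DMSO wells and 100% = DMSO wells without ATP; some compounds past the cut are filed as inactive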
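Measured by: calcium-sensitive Fluo-8 fluorescence / Test system: CHO parental line / Controls: ATP-challenged DMSO wells low, unchallenged DMSO wells high / Measure: % inhibition / Compound: single nominal dose of 5.6 µM per compound / Replicates: single well per compound, no replicates / Reagent: ATP as calcium-mobilizing challenge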
OXTR potentiator: potentiators of human oxytocin receptor | P30559 | CHO-OTR cells, Fluo-8 calcium fluorescence, potentiator mode; 0% = oxytocin EC15, 100% = EC100 | activation, % at 3 µM | 0.061% of 320,000 active | AID 2445;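 active = activation above that plate's cutoff, the mean activation of tested compounds plus 3 SD, cut at about 6.6% in these data, passing the limit was not always enough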;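 note: 100% uses oxytocin at 75 nM as the full agonist control; some results filed as inactive read as strong as hits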
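Material: human OTR in CHO cells. Compound: 3.0 µM, one dose. Timing: compound 6 min at room temperature before oxytocin, 100 s read. Evaluation: % activation of max/min ratio relative to oxytocin controls. Replication: single well per compound, singlicate. Signal: Fluo-8 calcium dye fluorescence.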
GPR7 antagonist: antagonists of human GPR7 (neuropeptides B/W receptor 1) | P48145 | GPR7-expressing cells, fluorescence antagonist assay | inhibition, % at 4.4 µM | 1.1% of 290,000 active; in the data active = inhibition above about 16%, passing the limit was not always enough;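 note: cells stimulated with the agonist NPW; 0% = agonist with vehicle and 100% = vehicle without agonist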
Target sequence (P48145 whole entry, looked up): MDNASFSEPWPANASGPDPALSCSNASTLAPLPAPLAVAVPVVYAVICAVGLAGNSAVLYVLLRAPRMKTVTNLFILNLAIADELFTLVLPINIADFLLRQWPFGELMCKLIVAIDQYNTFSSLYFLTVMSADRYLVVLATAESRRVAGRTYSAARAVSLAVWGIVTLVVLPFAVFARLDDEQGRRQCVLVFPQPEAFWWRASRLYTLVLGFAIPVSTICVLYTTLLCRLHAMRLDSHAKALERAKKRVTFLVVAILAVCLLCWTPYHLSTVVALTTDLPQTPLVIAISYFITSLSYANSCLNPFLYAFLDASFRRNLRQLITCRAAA
M1 PAM parental: M1 PAM counterscreen hit in parental CHO-K1 cells | ATP EC20, Fluo-8 calcium fluorescence; 0% at ATP EC20, 100% at ATP max | activation, % at 3 µM | 0.02% of 360,000 active | AID 602247;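 active = activation above the run cutoff, the mean activation of all test compounds plus 3 SD, cut at about 40% in these data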;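 note: peak over basal fluorescence ratio in a 140 s read after ATP addition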
V1aR counter: counter-screen for oxytocin receptor agonists: human V1a receptor agonists; P37288; CHO-V1R cells, Fluo-8 calcium fluorescence, agonist mode; 0% DMSO, 100% 3 nM vasopressin; activation, % at 3 µM; 0.25% of 320,000 active;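 active = activation above the mean activation of all tested compounds plus 3 SD, per screening run, cut at about 20% in these data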;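 note: signal is peak over basal fluorescence ratio across a 100 second FLIPR read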
CHO-K1 Ca ag: M1 agonist counterscreen hit in parental CHO-K1 cells; Fluo-8 calcium fluorescence; scaled to maximal ATP response, vehicle zero; activation, % at 3 µM; 0.48% of 360,000 active; AID 602248; in the data active = activation above about 15%;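 note: untransfected CHO-K1 host cells lacking M1 receptor as counterscreen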
TAAR1 antagonist: antagonists of human TAAR1 | Q96RJ0 | AID 624466 | inhibition, % at 3 µM | 1.5% of 360,000 active | CHO RD-HGA16 TAAR1, Fluo-8 calcium fluorescence, antagonist;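 active = inhibition above a per-plate cutoff, the mean inhibition of test compounds on that plate plus 3 SD, cut at about 49% in these data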;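 note: 0% = DMSO plus EC80 beta-PEA response and 100% = DMSO alone without agonist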
Target sequence (Q96RJ0 whole entry, looked up): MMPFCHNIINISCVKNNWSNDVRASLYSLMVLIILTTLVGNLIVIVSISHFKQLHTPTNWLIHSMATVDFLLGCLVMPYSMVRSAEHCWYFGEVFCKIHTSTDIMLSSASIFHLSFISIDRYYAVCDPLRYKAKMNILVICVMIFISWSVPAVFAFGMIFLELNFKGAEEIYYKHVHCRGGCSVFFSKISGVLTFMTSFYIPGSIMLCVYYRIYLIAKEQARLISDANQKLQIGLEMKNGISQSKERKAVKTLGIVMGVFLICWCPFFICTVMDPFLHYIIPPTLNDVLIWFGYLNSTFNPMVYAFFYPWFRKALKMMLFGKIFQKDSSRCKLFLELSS
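Material: CHO RD-HGA16 cells bearing hTAAR1; compound dosing: one-point dosing, 3 µM nominal final; schedule: dye loading 75 min at 37 °C, then 30 min room temperature; measured by: calcium fluorescence with Fluo-8; control set: vehicle and agonist controls; replication: n of 1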
Numbers without * were called inactive; nt = not tested or not shown.

Each structure is followed by: CHO-K1 Ca antag	OXTR agonist	CHO parental Ca	OXTR potentiator	GPR7 antagonist	M1 PAM parental	V1aR counter	CHO-K1 Ca ag	TAAR1 antagonist
COC(=O)c1ccc(NC(=O)c2nc(S(=O)(=O)Cc3cccc(C)c3)ncc2Cl)cc1
→ -1	-2.1	28	-11	32*	-1	-1.0	0.4	17
C/C(=N\NC(=O)c1ccccc1C)c1cccc([N+](=O)[O-])c1
→ -10	-1.2	-20	-6	-6	0	-0.2	0.2	6
Cc1noc(C)c1COc1ccc(C(=O)OCC(=O)N2CC3(C)CC2CC(C)(C)C3)cc1 (stereo not drawn)
→ 11	2.6	-12	-15	-1	6	4.2	2.5	7
Brc1cnc(N2CCCCC2)nc1N1CCOCC1
→ -4	-2.0	-4	-8	-10	2	0.2	0.1	15
COCn1c(-c2ccccc2)nc2ccccc21
→ -15	-1.3	-2	-1	-6	15	-1.1	0.1	3
O=C(c1ccc(N2CCCC2=O)cc1)N1CCN(c2ccc(Cl)cc2)CC1
→ -8	2.9	-16	-9	-18	3	7.5	8.1	-26
Cc1ccc(/C=C2\SC(=S)N(CC3CCCO3)C2=O)o1 (stereo not drawn)
→ -4	2.2	-17	-5	-1	12	0.8	1.5	-13
Cc1ccc2c(c1)-c1c(ssc1=S)C(C)(C)N2C(=O)CSC1=NCCS1
→ -13	-1.2	-20	-2	-19	11	-0.6	-0.5	12
Cc1nn(-c2ccccn2)c2c1C(c1ccsc1)C1=C(CCCC1=O)N2 (stereo not drawn)
→ -9	-2.6	-17	-3	3	20	-1.0	0.7	-16
Cc1ccc(S(=O)(=O)N(C)C)cc1NC(=O)C(C)OC(=O)C1CCCCC1 (stereo not drawn)
→ 8	-0.8	-19	-2	nt	8	0.4	-0.5	-13
COc1cccc(-c2nnc(NC(=O)c3cccs3)s2)c1
→ -11	1.0	-16	-18	2	16	0.7	0.7	9
COc1ccc(C2Nc3ccccc3C(=O)N2c2ccc(F)cc2)cc1Cn1nnc2ccccc21 (stereo not drawn)
→ -5	-1.4	-18	-1	-2	20	-0.3	1.2	-5
CCOC(=O)c1sc2nc(C)nc(SCC(=O)NC3CCS(=O)(=O)C3)c2c1C (stereo not drawn)
→ -6	1.6	-4	-8	-10	-8	6.0	-0.2	15
O=C(CSc1nnc(-c2ccncc2)n1-c1ccc(F)cc1)NNC(=O)c1cccc(O)c1
→ -1	-2.1	-2	-13	-11	17	0.1	0.3	-26
Cc1cc(C)c(S(=O)(=O)Nc2ccccc2)c(C)c1
→ -6	nt	nt	nt	nt	15	nt	0.4	22
C=CCn1c(-c2ccc(OC)cc2)nc2ccccc21
→ -8	-2.6	-29	-8	-9	6	-1.5	0.6	-14
CC(C)N(C(=O)[C@H]1C[C@H](CC(=O)NCCCN(C)C)C(=O)N2CCc3c([nH]c4cc(CCC(=O)N(C)C)ccc34)[C@]12C)C(C)C
→ -13	nt	-2	nt	nt	22	nt	1.1	-27
Cc1ccc(Nc2ccc([N+](=O)[O-])cn2)cc1Cl
→ 10	nt	nt	nt	0	9	nt	3.7	54*
CN(C)c1ccc(C(=O)c2ccccc2)cc1
→ -9	-1.7	-13	-5	-2	22	-1.4	0.2	1
CN(C)S(=O)(=O)c1ccc(NC(=O)c2ccc(Br)o2)cc1
→ -11	1.0	-1	-3	9	-5	0.5	1.5	nt
CCOC(=O)C[n+]1ccc2c([nH]c3ccccc32)c1C
→ -2	0.1	-17	-2	-8	7	-0.2	0.7	-25
O=C(CC1SC(=Nc2ccc(OC(F)F)cc2)N(CCC2=CCCCC2)C1=O)Nc1ccccc1F (stereo not drawn)
→ -4	2.5	30	-6	1	23	2.2	0.6	18
CC(=O)c1c(N2CCN(Cc3ccccc3)CC2)[nH]c(-c2ccccc2)nc1=S
→ -8	0.4	-18	-2	-11	17	0.0	0.2	3
COc1ccc([C@H]2CC(=O)C=C(c3ccc(Cl)cc3C)C2)cc1
→ -7	1.1	-32	-7	nt	1	2.6	0.2	36
COc1cccc(-c2ccc3ncnc(NCc4ccc5c(c4)OCO5)c3c2)c1
→ 8	-1.2	-3	-10	nt	-19	-1.6	-0.9	-14
COc1ccc(-n2ncc3c2CC(C)(C)CC3NC(=O)CCc2c(C)nn(C)c2C)cc1 (stereo not drawn)
→ 19	-1.6	-23	-3	0	0	0.0	2.1	5
COCCn1c(SCC(=O)Nc2cccc(S(N)(=O)=O)c2)nc2cc(Cl)ccc2c1=O
→ -6	0.0	-14	-8	6	18	0.5	0.2	35
CCOc1ccccc1C(=O)NCC(=O)NCCSc1ccc(Br)cc1
→ 9	nt	nt	nt	nt	-4	nt	0.5	37
O=C(COc1ccccc1Cl)NCCC1=CCCCC1
→ -4	-1.4	-24	3	-5	10	-0.8	0.0	-18
O=C(c1cccs1)N1CCN(C(=O)C(c2ccccc2)c2ccccc2)CC1
→ -1	-1.2	-8	-11	8	-5	-0.7	0.6	10

Single records, as listed above. Screens in order: CHO-K1 Ca antag | OXTR agonist | CHO parental Ca | OXTR potentiator | GPR7 antagonist | M1 PAM parental | V1aR counter | CHO-K1 Ca ag | TAAR1 antagonist
Listed for COc1ccc(-n2ncc3c2CC(C)(C)CC3NC(=O)CCc2c(C)nn(C)c2C)cc1 (stereo not drawn) → 19 | -1.6 | -23 | -3 | 0 | 0 | 0.0 | 2.1 | 5
Listed for CC(=O)c1c(N2CCN(Cc3ccccc3)CC2)[nH]c(-c2ccccc2)nc1=S → -8 | 0.4 | -18 | -2 | -11 | 17 | 0.0 | 0.2 | 3

(next part)
Each structure is followed by: CHO-K1 Ca antag	OXTR agonist	CHO parental Ca	OXTR potentiator	GPR7 antagonist	M1 PAM parental	V1aR counter	CHO-K1 Ca ag	TAAR1 antagonist
CN(C)C(CNC(=O)c1ccc(NS(=O)(=O)c2ccc(F)c(F)c2)cc1)c1ccccc1 (stereo not drawn)
→ 0	1.4	1	-12	nt	-1	-0.7	1.1	-13
CCCCNC(=O)C1(C)CCN1C(=O)c1ccc(OC)c(C(F)(F)F)c1 (stereo not drawn)
→ 6	nt	nt	nt	nt	7	nt	2.4	-21
COc1cc(C(=O)OCC(=O)Nc2ccc(S(=O)(=O)N3CCCC3)cc2)cc(OC)c1OC
→ -6	0.3	-5	1	nt	15	0.5	0.2	4
Nc1cc(=O)nc(SCC(=O)N2CCN(c3ccccc3)CC2)n1-c1ccccc1
→ -14	0.2	3	7	-15	13	0.6	1.1	-25
CCOC1=C2[C@H](c3ccc(Cl)cc3)N(S(=O)(=O)c3ccc(C)cc3)C[C@H]2n2c(=O)n(-c3ccccc3)c(=O)n2C1
→ 15	nt	nt	nt	nt	-3	nt	0.4	-6
Cn1c(NC(=O)/C=C/c2ccco2)cc(=O)n(C)c1=O
→ -9	-0.1	-10	1	-13	23	-0.6	1.3	-13
O=C(NCCCN1CCOCC1)c1cnccn1
→ -9	0.1	-10	3	-3	23	0.3	1.0	-7
CCCN(Cc1ccccc1)C(=S)Nc1ccc(OCC)cc1
→ -7	-2.6	14	-12	-7	17	-0.4	0.7	-6
CCCn1c(N)c(N2CCCCC2)c(=O)n(CC(=O)Nc2ccccc2C)c1=O
→ 6	-0.5	-5	2	-4	-7	0.1	0.1	-7
COc1ccc(CCNC(=O)C(=O)c2cn(CC(=O)N3CCOCC3)c3ccccc23)cc1OC
→ -13	-0.5	-11	1	-6	17	1.9	1.7	0
CCn1c(=O)cc(SCC(=O)Nc2ccc3c(c2)OCCO3)c2ccccc21
→ -4	-1.4	-28	-2	3	8	-0.4	0.4	-8
COc1ccc(C(=O)C2CCCN(C(=O)c3cccnc3OC)C2)cc1F (stereo not drawn)
→ -7	1.0	-10	-1	0	10	2.2	1.2	-10
CCOc1cc(/C=C2/SC(=O)N(CC(=O)N3CCc4ccccc4C3)C2=O)ccc1OCC(=O)O
→ 2	-1.0	-5	-6	-5	8	0.5	-0.8	8
O=C(COC(=O)/C=C/C(=O)OCC(=O)NC12CC3CC(CC(C3)C1)C2)NC12CC3CC(CC(C3)C1)C2
→ -12	0.8	-10	-6	-6	15	0.6	0.3	-11
Cc1ccc(OCCNC(=O)[C@H]2O[C@@H](n3cnc4c(N)ncnc43)[C@H](O)[C@@H]2O)cc1C
→ 15	nt	nt	nt	nt	-12	nt	0.5	11
COc1cc(/C=N/c2oc(-c3ccccc3)cc2C#N)ccc1O
→ -2	-0.7	-4	-12	-4	1	-0.9	-0.4	4
CCOC(=O)COc1ccc(C2CC(C)=NN2c2ccccc2)cc1 (stereo not drawn)
→ -14	-2.3	-19	-8	-10	1	-1.8	0.7	23
COc1ccccc1C(C)NC(=O)c1ccc(S(=O)(=O)NCc2ccco2)cc1 (stereo not drawn)
→ -6	0.5	-11	-3	nt	17	0.8	0.2	-6
O=C(CN(CCO)c1ccccc1)NC12CC3CC(CC(C3)C1)C2
→ -2	-0.8	-15	-13	16	13	-1.0	0.6	0
CCCS(=O)(=O)N1CCCC(C(=O)NCCc2cccc(C)c2)C1 (stereo not drawn)
→ -15	0.1	-10	-6	-5	-3	0.5	1.8	-9
COc1ccc(Br)cc1C1NC(=O)c2c(sc3c2CCN(C)C3)N1 (stereo not drawn)
→ -3	nt	nt	nt	nt	19	nt	0.5	6
CC(C)C[C@H]1CNC(=O)C(=O)N1CC1CCN(CC2CCC(C(C)(C)C)CC2)CC1 (stereo partly drawn)
→ 4	nt	nt	nt	nt	10	nt	0.5	-25
CCOc1ccccc1NC(=O)CCN1CCN(S(=O)(=O)c2ccc(Br)cc2)CC1
→ 4	0.5	-72	0	0	13	0.0	-0.5	17
CN1CCC(N(C)C(=O)c2sc3cc(F)ccc3c2Cl)CC1
→ 3	-0.1	-2	-12	3	4	0.7	0.1	-12
Nc1nc2n(n1)C1(CCCCC1)C1=C(CCCC1)N2
→ nt	0.5	-9	-1	-6	nt	-0.8	nt	nt
